# Screens (PubChem)
# GPR7 antagonist – human neuropeptides B/W receptor 1 antagonism. P48145. hit rate 1.1% among 290,000. inhibition, % at 4.4 µM. GPR7-expressing cells, fluorescence antagonist assay. AID 1861; in the data active = inhibition above about 16%, passing the limit was not always enough;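 note: cells stimulated with the agonist NPW; 0% = agonist with vehicle and 100% = vehicle without agonist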
# Target sequence (P48145 whole entry, looked up): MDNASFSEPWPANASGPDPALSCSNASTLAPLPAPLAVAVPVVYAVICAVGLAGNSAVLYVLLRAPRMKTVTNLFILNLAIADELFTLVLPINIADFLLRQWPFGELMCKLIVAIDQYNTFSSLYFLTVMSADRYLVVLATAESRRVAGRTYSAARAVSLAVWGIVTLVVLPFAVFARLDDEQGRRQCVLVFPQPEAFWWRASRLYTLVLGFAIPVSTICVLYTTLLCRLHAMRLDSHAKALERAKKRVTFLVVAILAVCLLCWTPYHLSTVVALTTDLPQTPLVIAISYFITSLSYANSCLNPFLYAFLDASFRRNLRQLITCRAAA
# OXTR potentiator – potentiates the human oxytocin receptor response. P30559. CHO-OTR cells, Fluo-8 calcium fluorescence, potentiator mode; 0% = oxytocin EC15, 100% = EC100. activation, % at 3 µM. hit rate 0.061% among 320,000;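 active = activation above that plate's cutoff, the mean activation of tested compounds plus 3 SD, cut at about 6.6% in these data, passing the limit was not always enough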;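 note: 100% uses oxytocin at 75 nM as the full agonist control; some results filed as inactive read as strong as hits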
#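 assay system = CHO-OTR cells, human receptor | schedule = compound 6 min at room temperature before oxytocin, 100 s read | detection = Fluo-8 intracellular calcium fluorescence, ex 470-495, em 515-575 nm | evaluation = normalized max/min fluorescence ratio, % activation | control set = EC15 oxytocin alone as 0%, 75 nM oxytocin (EC100) as 100%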
# V1R ag counter – counter-screen for oxytocin receptor agonists: human V1a receptor agonists | P37288 | CHO-V1R cells, Fluo-8 calcium fluorescence, agonist mode; 0% DMSO, 100% 3 nM vasopressin | activation, % at 3 µM | hit rate 0.25% among 320,000 | AID 2797;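 active = activation above the mean activation of all tested compounds plus 3 SD, per screening run, cut at about 20% in these data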;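 note: signal is peak over basal fluorescence ratio across a 100 second FLIPR read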
# Target sequence (P37288 whole entry, looked up): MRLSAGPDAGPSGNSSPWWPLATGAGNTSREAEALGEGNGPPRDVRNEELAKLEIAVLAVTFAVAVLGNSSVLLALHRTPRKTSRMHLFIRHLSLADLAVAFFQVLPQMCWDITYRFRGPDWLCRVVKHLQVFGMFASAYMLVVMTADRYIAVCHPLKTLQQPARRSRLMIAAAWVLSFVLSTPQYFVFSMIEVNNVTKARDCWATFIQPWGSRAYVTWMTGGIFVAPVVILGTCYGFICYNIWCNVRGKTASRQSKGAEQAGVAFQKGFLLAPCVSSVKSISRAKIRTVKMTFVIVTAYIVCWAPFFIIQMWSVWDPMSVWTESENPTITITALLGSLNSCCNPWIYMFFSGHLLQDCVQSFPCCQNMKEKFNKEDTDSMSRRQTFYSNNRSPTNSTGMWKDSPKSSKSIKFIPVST
# M1 PAM parental – M1 PAM counterscreen hit in parental CHO-K1 cells | ATP EC20, Fluo-8 calcium fluorescence; 0% at ATP EC20, 100% at ATP max | hit rate 0.02% among 360,000 | activation, % at 3 µM;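 active = activation above the run cutoff, the mean activation of all test compounds plus 3 SD, cut at about 40% in these data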;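 note: peak over basal fluorescence ratio in a 140 s read after ATP addition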
# CHO parental Ca – signal in parental CHO cells, OX1R antagonist counter-screen | AID 463079 | parental CHO-K1, ATP-induced calcium, Fluo-8 fluorescence | inhibition, % at 5.6 µM | hit rate 0.63% among 330,000;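 active = inhibition above that plate's mean sample inhibition plus 3 SD, cut at about 26% in these data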;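 note: 0% = ATP-challenged DMSO wells and 100% = DMSO wells without ATP; some compounds past the cut are filed as inactive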
#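 Test system: parental CHO cells; detection: calcium-sensitive Fluo-8 fluorescence; evaluation: percent inhibition of calcium signal; also added: ATP as calcium-mobilizing challenge; repeats: one well per compound; control set: ATP-challenged DMSO wells low, unchallenged DMSO wells high; compound: single nominal dose of 5.6 µM per compound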
# CHO-K1 Ca antag – M1 antagonist counterscreen hit in parental CHO-K1 cells; ATP-induced calcium, Fluo-8 fluorescence; inhibition, % at 3 µM; hit rate 0.6% among 360,000; AID 602250;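 active = inhibition above a per-plate cutoff, the plate's mean sample inhibition plus 3 SD, cut at about 24% in these data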;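 note: 0% = DMSO plus EC80 ATP and 100% = DMSO alone without ATP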
# TAAR1 antagonist – human TAAR1 antagonism; Q96RJ0; CHO RD-HGA16 TAAR1, Fluo-8 calcium fluorescence, antagonist; inhibition, % at 3 µM; hit rate 1.5% among 360,000;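 active = inhibition above a per-plate cutoff, the mean inhibition of test compounds on that plate plus 3 SD, cut at about 49% in these data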;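 note: 0% = DMSO plus EC80 beta-PEA response and 100% = DMSO alone without agonist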
# Target sequence (Q96RJ0 whole entry, looked up): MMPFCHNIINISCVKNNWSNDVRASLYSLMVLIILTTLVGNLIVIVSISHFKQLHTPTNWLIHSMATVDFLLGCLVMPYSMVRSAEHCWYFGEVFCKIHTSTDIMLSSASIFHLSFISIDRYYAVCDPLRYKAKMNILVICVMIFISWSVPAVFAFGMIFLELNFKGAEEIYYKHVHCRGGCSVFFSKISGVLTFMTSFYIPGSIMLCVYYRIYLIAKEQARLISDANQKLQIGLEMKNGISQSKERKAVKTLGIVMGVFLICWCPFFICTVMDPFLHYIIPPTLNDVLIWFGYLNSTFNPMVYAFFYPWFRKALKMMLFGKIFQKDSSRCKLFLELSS
#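 System: RD-HGA16 CHO cells with stable hTAAR1 and Gα16 | Probe or stimulus: EC80 β-phenethylamine stimulus | Dosing: 3 µM, single point | Times: Dye loading 75 min at 37 °C, then 30 min room temperature | Measured by: Fluo-8 calcium-sensitive fluorescence | Read-out basis: % inhibition of agonist calcium response | Replicates: n of 1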
# OXTR agonist – human OXTR agonism; P30559; CHO-OTR cells, Fluo-8 calcium fluorescence; normalized: DMSO 0%, oxytocin 100%; activation, % at 3 µM; hit rate 0.32% among 320,000; AID 2435;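 active = activation above the mean of all tested compounds plus 3 SD, cutoff set per screening run, cut at about 20% in these data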;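 note: peak over basal fluorescence ratio from a 100 s FLIPR kinetic read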
# CHO-K1 Ca ag – nonselective activator or artifact in parental CHO-K1 cells | activation, % at 3 µM | hit rate 0.48% among 360,000 | Fluo-8 calcium fluorescence; scaled to maximal ATP response, vehicle zero; in the data active = activation above about 15%;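 note: untransfected CHO-K1 host cells lacking M1 receptor as counterscreen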
# * = called active by the depositor; . = not tested or not shown. Compounds as they come; any-hit rate near 3.5%.
# Under each structure: GPR7 antagonist	OXTR potentiator	V1R ag counter	M1 PAM parental	CHO parental Ca	CHO-K1 Ca antag	TAAR1 antagonist	OXTR agonist	CHO-K1 Ca ag
COc1ccc2cc(-c3[nH]ncc3CN3CCCN(c4ccccc4)CC3)ccc2c1
  -12.2	-10.2	0.0	17.9	-21.4	-12.7	105.7*	0.8	0.2
O=C(CN(C(=O)Cn1nnc(-c2ccc(F)cc2)n1)C1CCCC1)NC1CCCC1
  10.0	4.4	3.2	-6.1	-7.4	-30.5	10.7	-0.9	-0.3
CCOC(=O)CSc1nnc(Cc2ccccc2)n1-c1ccc(C)cc1
  12.6	-18.6	2.6	2.1	-17.9	-0.2	2.5	-0.6	-0.2
NC(=O)CC(NC(=O)Cc1ccc(Br)cc1)c1ccc(NCCN2CCCCC2)c([N+](=O)[O-])c1 (stereo not drawn)
  -5.1	-2.3	-0.3	15.0	-12.5	-25.7	0.6	-0.6	0.1
CCN(C(=O)Cn1c(=O)oc2ccccc21)c1ccc(C)c(C)c1
  -1.0	-7.2	-1.1	6.2	-7.8	-0.4	-17.7	-1.0	0.2
COCCCNC(=O)c1ccc2nc3ccccc3c(=O)n2c1
  -3.8	-3.3	0.2	-7.4	-13.1	-38.0	6.9	1.0	1.0
Cc1ccc(N(CC(=O)N/N=C/c2ccco2)S(=O)(=O)c2ccccc2)cc1
  3.3	-10.3	-0.4	14.7	-32.6	-21.4	-19.2	-1.4	0.4
CCOC(=O)c1c(SCC(=O)Nc2nccs2)nc(C)c(C)c1C
  0.3	.	.	-26.8	.	13.0	5.3	.	0.7
C[C@H]1COC(=O)[C@H](Cc2ccc(F)cc2)CC/C=C/C[C@@H](CC(=O)N(CCO)Cc2ccccc2)C(=O)N1
  .	-5.2	0.6	16.5	-18.4	-17.0	6.3	-0.9	2.1
NC(=O)c1ccccc1
  -11.1	-4.8	1.0	8.5	-3.2	-1.1	-18.0	0.2	-0.3
Cc1ccc(NC(=O)c2c(C(F)(F)F)nn(C)c2Cl)cc1C
  -10.3	-5.7	-1.4	2.2	0.4	-4.7	21.8	-2.3	-0.4
CC(=O)N1CCCC(c2cc(C(=O)Nc3ccccc3)no2)C1 (stereo not drawn)
  .	.	.	-9.4	.	34.4*	-3.9	.	-0.2
COc1ccc(Nc2c[nH]c(=O)[nH]c2=O)cc1
  .	.	.	15.4	.	-1.0	-3.5	.	-0.4
CO[C@H]1O[C@H](CBr)[C@@H](OC(=O)c2ccccc2)[C@H](O)[C@H]1O
  .	-6.4	-2.0	-24.5	-11.9	11.4	-12.9	1.3	-0.3
COc1cccc(N(CC(=O)NC2CCCC2)C(=O)CCCC(=O)Nc2ccccn2)c1
  -6.9	3.6	0.1	7.9	-27.9	-8.1	-12.9	0.1	1.4
C/C(=N\NC(=O)c1cc2ccccc2cc1O)c1cc2ccccc2o1
  -10.0	-4.6	0.1	-2.5	-6.4	-6.0	60.0*	-0.8	0.9
CCc1nc(CN2CCN(Cc3ccc(F)c(F)c3)C(CCO)C2)c(C)[nH]1 (stereo not drawn)
  -10.4	5.1	0.6	-11.2	-6.4	11.4	-1.5	-0.4	0.2
Brc1cccc(-c2nnc3sc(CN4CCCCC4)cn23)c1
  -1.7	-7.7	0.9	12.4	-10.9	-8.3	-3.0	0.1	0.7
Cc1cc(C)cc(OC(C)c2ccnc3nc(/N=C/N(C)C)nn23)c1 (stereo not drawn)
  -11.2	-3.6	-0.8	5.7	-15.3	-16.5	9.3	-1.4	-0.1
COc1cc(/C=N/N2CCN(c3ccccc3)CC2)ccc1OC(C)=O
  -8.4	-6.5	0.2	18.2	-8.8	1.7	24.7	-1.0	4.9
COc1ccc(NC(=O)CN(Cc2ccccc2)S(C)(=O)=O)cc1OC
  -7.5	-2.8	0.6	3.3	-12.7	5.1	-17.5	1.2	0.0
COc1cc(S(=O)(=O)NCc2ccccn2)ccc1Cl
  -6.6	1.7	0.9	10.9	-3.9	-4.7	-11.1	-1.0	0.6
CCN(CC)C(=O)CN(C#N)c1nc(NC(C)C)nc(NC(C)C)n1
  1.4	0.2	-0.4	22.0	-9.1	-7.5	3.2	2.1	0.3
COc1ccc(OCC(=O)Nc2cc(S(=O)(=O)N3CCCC3)ccc2OCC(F)(F)F)cc1
  .	.	.	-6.5	.	-5.5	-1.7	.	0.1
CC(OC(=O)[C@@H](NS(=O)(=O)c1ccccc1)C(C)C)C(=O)c1c(N)n(C)c(=O)n(C)c1=O (stereo partly drawn)
  .	.	.	12.9	.	-7.1	-17.8	.	0.3
COc1ccc(-c2csc(-c3ccc(O)cc3)n2)cc1
  3.6	-8.3	0.7	10.3	22.9	4.9	-17.6	-0.1	0.2
CC1(c2ccccc2)NC(=O)N(CC(=O)Nc2ccc([N+](=O)[O-])cc2)C1=O (stereo not drawn)
  -0.3	-10.7	0.8	-4.6	6.8	7.0	0.6	-0.6	12.3
Nc1nc(N2CCN(C/C=C/c3ccccc3)CC2)nc2ccccc12
  12.9	-19.3	10.0	19.4	-22.6	-7.3	-11.3	10.2	3.3
COc1ccc(S(=O)(=O)N2CCOCC2)cc1C(=O)NC1CCCCCC1
  .	-4.4	0.0	8.6	-6.0	-13.4	-16.2	0.3	1.0
Cc1ccc(S(=O)(=O)N2CCN(C(=O)CCCOc3ccc(Cl)cc3C)CC2)cc1
  .	-11.0	1.6	7.2	-12.5	4.1	9.4	0.0	0.3

# A few values from the entries so far:
# COc1ccc(S(=O)(=O)N2CCOCC2)cc1C(=O)NC1CCCCCC1 in OXTR agonist has 0.3
# O=C(CN(C(=O)Cn1nnc(-c2ccc(F)cc2)n1)C1CCCC1)NC1CCCC1 in M1 PAM parental has -6.1
# Brc1cccc(-c2nnc3sc(CN4CCCCC4)cn23)c1 in CHO parental Ca has -10.9
# Cc1ccc(N(CC(=O)N/N=C/c2ccco2)S(=O)(=O)c2ccccc2)cc1 in V1R ag counter has -0.4

# More records follow.
# Under each structure: GPR7 antagonist	OXTR potentiator	V1R ag counter	M1 PAM parental	CHO parental Ca	CHO-K1 Ca antag	TAAR1 antagonist	OXTR agonist	CHO-K1 Ca ag
COC(=O)NCCOC(=O)N(O)c1ccc(Br)cc1
  5.6	-11.8	6.6	12.8	-3.3	-20.7	-4.3	8.2	8.5
Cc1cc(C)nc(SC2CCCCC2O)n1 (stereo not drawn)
  -9.0	-5.5	0.5	22.1	-10.1	-6.8	4.2	-0.1	0.0
COc1cccc(C(C)(O)c2nc(-c3ccoc3)cs2)c1 (stereo not drawn)
  .	.	.	11.7	.	-0.8	4.9	.	1.2
S=C(Nc1ccc2nc(-c3ccccn3)c(-c3ccccn3)nc2c1)N1CCCCCC1
  -10.8	-9.4	1.0	4.0	-0.4	2.8	-14.2	0.2	0.4
CN(C)/C=C/C(=O)c1cnc2n(c1=O)CCS2
  -13.6	2.1	-0.1	1.5	-5.1	4.9	14.5	1.4	-0.3
COC(=O)CNc1nc(Cl)nc(N2CCC(C)CC2)n1
  -3.1	-8.2	-0.6	15.2	3.3	-1.6	-8.5	-1.7	0.8
CCOc1ccc(CCNC(=O)CSc2cc(=O)n(C)c3ccccc23)cc1OCC
  -3.4	1.9	-1.3	18.8	-15.8	-8.5	4.1	-0.8	-0.1
CCOC(=O)C1CCN(C(=O)COC(=O)C23CC4CC(CC(C4)C2)C3)CC1
  .	-9.2	4.3	14.2	-8.1	-6.9	5.4	4.0	2.5
Cn1nnc(NC(=S)NC(=O)c2cccc3ccccc23)n1
  -4.0	-6.8	-0.6	11.8	-2.4	0.8	-3.9	1.2	1.2
O=S(=O)(NCCSc1nc2ccccc2o1)c1ccccc1
  -6.4	-8.0	3.3	19.3	-15.6	-17.2	-16.6	1.6	2.2
COc1ccc(NC(=O)CSc2nc3ccccc3c(=O)n2CCCN2CCOCC2)c(OC)c1
  -9.5	-6.3	0.0	32.2	-20.5	-12.3	-1.0	-1.8	1.7
CCNc1nc(NCC)nc(OCCNS(=O)(=O)c2cc(C)ccc2C)n1
  -6.6	-3.2	-0.3	-0.6	-12.1	0.7	-4.9	0.0	1.2
CC(C)NC(=O)CC(=O)N/N=C/c1ccc(F)cc1
  3.2	5.4	0.6	0.2	-4.0	-14.6	-7.0	1.0	0.8
COc1ccc(CN2CCC2(C)C(=O)Nc2cnc3ccccc3c2)c2ccccc12 (stereo not drawn)
  .	.	.	17.8	.	-10.4	31.6	.	1.4
O=C(CCN1C(=O)C2C3CCC(C3)C2C1=O)Nc1ccc([N+](=O)[O-])cc1 (stereo not drawn)
  0.1	-7.0	0.8	-2.4	-10.4	5.6	2.6	0.6	-0.2
CCOC(=O)C1CCN(S(=O)(=O)c2ccc3[nH]c(=O)oc3c2)CC1
  -9.0	-4.4	2.7	-2.9	4.7	22.0	6.7	0.8	0.9
O=C(NCCc1cccc(Cl)c1)c1cccc([N+](=O)[O-])c1
  13.7	-8.6	6.0	10.9	-0.1	0.8	12.5	1.0	8.1
CCCN1C(=O)C(NC(C)=O)c2ccccc21 (stereo not drawn)
  5.3	0.9	1.1	13.2	1.4	-2.7	10.1	-0.2	0.1
CC(Sc1nnc(-c2ccc(Cl)cc2)n1C)C(N)=O (stereo not drawn)
  -6.9	-9.6	-0.8	13.4	-14.2	1.0	-1.4	-1.4	0.1
COc1ccc(S(=O)(=O)N2CCCCC2)cc1NC(=O)Cn1cnc2ccccc2c1=O
  .	-7.1	2.6	-2.0	-6.7	-6.5	7.0	4.3	2.6
CC(=O)c1ccccc1NC(=O)CSc1nnc2ccccn12
  -0.6	-2.2	0.7	.	-9.2	.	.	-0.7	.

# Five structures already listed, sorted by SMILES length, lowest first.
# Under each structure: GPR7 antagonist	OXTR potentiator	V1R ag counter	M1 PAM parental	CHO parental Ca	CHO-K1 Ca antag	TAAR1 antagonist	OXTR agonist	CHO-K1 Ca ag
CCCN1C(=O)C(NC(C)=O)c2ccccc21 (stereo not drawn)
  5.3	0.9	1.1	13.2	1.4	-2.7	10.1	-0.2	0.1
CC(C)NC(=O)CC(=O)N/N=C/c1ccc(F)cc1
  3.2	5.4	0.6	0.2	-4.0	-14.6	-7.0	1.0	0.8
CC(=O)c1ccccc1NC(=O)CSc1nnc2ccccn12
  -0.6	-2.2	0.7	.	-9.2	.	.	-0.7	.
O=C(NCCc1cccc(Cl)c1)c1cccc([N+](=O)[O-])c1
  13.7	-8.6	6.0	10.9	-0.1	0.8	12.5	1.0	8.1
COc1ccc(S(=O)(=O)N2CCCCC2)cc1NC(=O)Cn1cnc2ccccc2c1=O
  .	-7.1	2.6	-2.0	-6.7	-6.5	7.0	4.3	2.6
